PP1 counter – PP1-alpha phosphatase inhibitors, primary screen, counter-screen for PP5 inhibitor project, biochemical, fluorescence, OMFP substrate, single point; AID 2235, 2010; 320,000 compounds, 0.9% hits; purified PP1alpha; inhibition, % at 6.7 µM; Serine/threonine-protein phosphatase PP1-alpha catalytic subunit (Homo sapiens), P62136;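 active = inhibition above the mean inhibition of all tested compounds plus 3 SD, computed separately for each screening campaign, cut at about 15% in these data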
TPT1 inhibitor – Candida albicans TPT1 enzyme inhibitors, primary screen, biochemical, fluorescence polarization | recombinant caTPT1, FP RNA substrate dephosphorylation | 300,000 compounds, 0.81% hits | AID 1962, 2009 | inhibition, % at 5 µM;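 active = inhibition above the mean of all tested compounds plus 3 SD, set per screening campaign, cut at about 24% in these data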;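 note: plate controls were DMSO alone for no effect and ferristatin control at 100 nM for full effect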
PP5 primary – PP5 phosphatase inhibitors, primary screen, biochemical, fluorescence; Serine/threonine-protein phosphatase 5 (Homo sapiens), P53041; purified PP5c, OMFP substrate fluorescence; inhibition, % at 6.7 µM; 320,000 compounds, 0.18% hits; AID 1987, 2009;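 active = inhibition above the campaign's mean inhibition across all tested compounds plus 3 SD, cut at about 9.5% in these data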;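 note: 0% = DMSO only and 100% = 100 µM cantharidin control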
AHR activator – AHR activators, primary screen, cell-based, luminescence, luciferase reporter, human; AID 2796, 2010; activation, % at 5 µM; AHR-responsive luciferase reporter cells; 320,000 compounds, 2.5% hits; in the data active = activation above about 47%;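 note: 0% = vehicle wells and 100% = reference agonist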
Target sequence (P35869 whole entry, looked up): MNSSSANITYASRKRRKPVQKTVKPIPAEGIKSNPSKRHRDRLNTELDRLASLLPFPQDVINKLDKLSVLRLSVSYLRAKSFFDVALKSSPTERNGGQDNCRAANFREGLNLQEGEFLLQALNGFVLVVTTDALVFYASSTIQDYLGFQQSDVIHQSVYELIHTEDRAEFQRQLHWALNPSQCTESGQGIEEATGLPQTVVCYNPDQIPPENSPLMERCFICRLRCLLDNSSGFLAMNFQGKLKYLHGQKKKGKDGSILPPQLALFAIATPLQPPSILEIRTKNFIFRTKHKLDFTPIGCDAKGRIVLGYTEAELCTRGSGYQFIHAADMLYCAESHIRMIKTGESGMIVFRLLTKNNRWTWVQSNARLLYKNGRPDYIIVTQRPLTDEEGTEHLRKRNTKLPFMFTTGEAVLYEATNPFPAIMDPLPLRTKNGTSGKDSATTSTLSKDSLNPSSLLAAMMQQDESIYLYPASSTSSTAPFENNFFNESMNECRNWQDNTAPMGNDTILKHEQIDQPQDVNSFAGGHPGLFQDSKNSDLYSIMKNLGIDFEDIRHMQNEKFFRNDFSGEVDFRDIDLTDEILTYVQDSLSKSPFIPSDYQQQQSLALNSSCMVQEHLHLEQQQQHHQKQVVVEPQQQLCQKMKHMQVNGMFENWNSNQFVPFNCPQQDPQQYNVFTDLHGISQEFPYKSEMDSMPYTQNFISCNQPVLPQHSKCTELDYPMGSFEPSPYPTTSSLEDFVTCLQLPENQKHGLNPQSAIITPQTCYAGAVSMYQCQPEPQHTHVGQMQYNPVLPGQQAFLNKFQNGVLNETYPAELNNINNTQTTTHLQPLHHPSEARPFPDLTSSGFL
PAFAH2 FP inh – PAFAH2 enzyme inhibitors, primary screen, biochemical, fluorescence polarization, human. Platelet-activating factor acetylhydrolase 2, cytoplasmic (Homo sapiens), Q99487. recombinant PAFAH2, FP-rhodamine activity probe. inhibition, % at 3.39 µM. 340,000 compounds, 0.99% hits;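 active = inhibition above the mean over all tested compounds plus 3 SD, cut at about 30% in these data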;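 note: inhibitors block probe labeling of enzyme so polarization drops; 0% = enzyme with DMSO and 100% = wells lacking PAFAH2 protein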
Fh CTSL1 inh – Fasciola hepatica cathepsin L1 inhibitors, primary screen, counter-screen for PFM18AAP inhibitor project, biochemical, QFRET, fluorogenic peptide substrate. recombinant F. hepatica cathepsin L1, Z-Leu-Arg-MCA fluorescence. inhibition, % at 5.96 µM. 300,000 compounds, 0.49% hits. AID 1906, 2009;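 active = inhibition above the mean of all tested compounds plus 3 SD, set per screening campaign, cut at about 17% in these data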;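 note: 0% = plate median of test compound wells and 100% = 1 µM Z-Phe-Ala-diazomethylketone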
proCasp7 act – procaspase-7 activators, primary screen, counter-screen for procaspase-3 activator project, biochemical, absorbance, HTS, human. Caspase-7 (Homo sapiens), P55210. recombinant procaspase-7, Ac-DEVD-pNA absorbance 405 nm; D23A/D198A/D206A triple mutant, cannot self-cleave; scale: DMSO 0, 5 µM enzyme 100. activation, % at 8.5 µM. 330,000 compounds, 0.093% hits. AID 463210, 2010;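 active = percent activation above the screen-wide mean plus 3 SD, cut at about 25% in these data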
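Assay system: Uncleavable procaspase-7 mutant enzyme / Input: 2 µM procaspase-7 mutant as dispensed / Dosing: single nominal 8.5 µM compound dose, 0.8% DMSO final / Timing: 1 h enzyme–compound preincubation and 2 h substrate reaction, both 25 °C / Detection: p-Nitroaniline absorbance at 405 nm, read at 0 and 120 min / Replication: singlicate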
HCV core dimer – inhibitors of HCV core protein dimerization, primary screen, biochemical, TR-FRET, high-throughput. TR-FRET GST/Flag-core106 dimerization, 1536-well. inhibition, % at 5 µM. 300,000 compounds, 0.33% hits. AID 1899, 2009;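 active = inhibition above the mean of all tested compounds plus 3 SD, set per screening campaign, cut at about 45% in these data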
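System: GST/Flag-tagged HCV core106 proteins. Incubation: compound-protein-antibody incubation 4 h at 22.5 °C. Technique: HTRF with 340 nm excitation, 617/671 nm emission. Medium: KF-containing HEPES buffer, pH 7.45, DTT, CHAPS, BSA. Read-out: inhibition (%) from 671 over 617 nm ratio. Also added: Eu(K)-anti-GST 90 ng/mL plus XL665-anti-Flag 1 µg/mL.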
procasp3 activ – activators of human procaspase-3 D3A mutant, primary screen, biochemical, absorbance, PC-3 D3A mutant, single concentration; recombinant procaspase-3 D3A, Ac-DEVD-pNA absorbance 405 nm; activation, % at 8.5 µM; 330,000 compounds, 0.11% hits;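 active = activation above the mean of all tested compounds plus 3 SD, cut at about 21% in these data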;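 note: 0% = DMSO alone and 100% = DMSO wells spiked with extra 5 µM PC-3 D3A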
Target sequence (P42574 whole entry D9A/D28A/D175A): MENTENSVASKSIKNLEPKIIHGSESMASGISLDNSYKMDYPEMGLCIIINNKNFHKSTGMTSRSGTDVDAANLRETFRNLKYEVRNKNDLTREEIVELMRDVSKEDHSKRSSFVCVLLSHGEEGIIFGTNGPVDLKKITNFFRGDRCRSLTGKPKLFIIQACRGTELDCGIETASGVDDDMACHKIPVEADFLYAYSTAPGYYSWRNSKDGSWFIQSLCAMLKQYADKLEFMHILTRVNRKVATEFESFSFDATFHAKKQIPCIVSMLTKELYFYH
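Assay system – Procaspase-3 D3A mutant, all three cleavage aspartates alanine · Controls – DMSO-only low control, 5 µM PC-3 D3A high control · Schedule – 1 h compound preincubation, 2 h substrate hydrolysis at 25 °C · Signal – 405 nm absorbance of p-nitroaniline, reads at 0 and 120 min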
* = called active by the depositor; nt = not tested or not shown. Not a hit list. About 5.6% of those tested had a hit in this group.

SMILES	PP1 counter	TPT1 inhibitor	PP5 primary	AHR activator	PAFAH2 FP inh	Fh CTSL1 inh	proCasp7 act	HCV core dimer	procasp3 activ
COc1ccc(C2=C(O)C(C)N(c3ccccc3)C2=N)cc1OC (stereo not given)	-11	-8	-0.5	4	-3	3	4	-4	-15
Cc1ccc(C2=NS(=O)(=O)N(C)C(C(=O)N3CCCCC3)=C2)cc1	-4	-3	-3.4	2	5	1	11	3	5
CSCCC(NC(=O)c1ccccc1Cl)C(=O)NCC(c1ccco1)N1CCCCC1 (stereo not given)	45*	2	-1.6	0	-6	8	-3	0	0
COc1cccc(-n2c(-c3ccc4[nH]c(C)c(C)c4c3)n[nH]c2=S)c1	3	3	1.8	20	10	2	-22	2	-7
CCSc1ccccc1C(=O)Nc1ccc2c(c1)OCO2	-1	-5	3.1	81*	8	0	7	0	-1
Cc1ccc(NC(=O)C2COc3ccccc3O2)nc1 (stereo not given)	2	-3	0.9	18	0	-1	2	2	-2
COC(=O)c1cccc(NC(N)=S)c1	-5	-4	-2.9	1	-4	0	5	-1	2
COc1ccc2noc3c2c1C(=O)c1ccccc1-3	-69	-32	-65	18	38*	5	-2	-3	0
CC(C)c1ccc(NC(=O)COc2ccccn2)cc1	-2	0	-1.9	6	0	-4	7	-6	-4
O=C1CSC(c2ccccn2)N1c1ccc(Br)cc1 (stereo not given)	-4	-2	-0.3	7	-8	3	2	2	9
CNc1nc(-c2ccc(OC)cc2)c(-c2ccc(OC)cc2)s1	2	-1	2.1	9	-1	1	4	-4	2
CCn1cnc2cc(NC(=O)c3ccco3)ccc21	-1	0	0.9	23	7	-3	-7	-7	-3

2 compounds drawn at random from the list so far:
SMILES	PP1 counter	TPT1 inhibitor	PP5 primary	AHR activator	PAFAH2 FP inh	Fh CTSL1 inh	proCasp7 act	HCV core dimer	procasp3 activ
CCn1cnc2cc(NC(=O)c3ccco3)ccc21	-1	0	0.9	23	7	-3	-7	-7	-3
Cc1ccc(C2=NS(=O)(=O)N(C)C(C(=O)N3CCCCC3)=C2)cc1	-4	-3	-3.4	2	5	1	11	3	5

Continued:
SMILES	PP1 counter	TPT1 inhibitor	PP5 primary	AHR activator	PAFAH2 FP inh	Fh CTSL1 inh	proCasp7 act	HCV core dimer	procasp3 activ
CCn1cc(CN2CCC(n3nccc3NC(=O)c3ccccc3OC)CC2)cn1	-9	-4	-2.5	3	2	3	0	-8	6
O=C1c2cccnc2C(=O)N1Cc1ccc(F)cc1S(=O)(=O)NCc1ccco1	-4	2	1.4	1	5	1	5	0	4
COc1ccc(C(=O)/C=C/c2ccccc2OC)c(OC(=O)c2ccc([N+](=O)[O-])cc2)c1	10	-1	1.4	34	4	-3	6	20	-5
Cc1ccc(NC(=O)Cc2n[nH]c(=S)n2C)cc1	-2	-4	-1.7	-1	0	-9	3	1	7
COc1ccc(CN(C)S(=O)(=O)c2nnc(NC(=O)c3cccc(F)c3)s2)cc1	3	1	2.1	-3	-2	-2	-3	-54	-3
O=C(CSc1nnc(C2CC2)n1C1CC1)c1cccs1	nt	nt	nt	10	6	nt	-11	nt	4
Cc1nc([N+](=O)[O-])c(Sc2nc3ccccc3[nH]2)n1Cc1ccccc1	0	-1	2.4	1	-4	2	1	-1	-6
NNC(=O)c1sc(-c2ccccc2)cc1N	2	14	0.5	66*	-2	4	-43	4	-40
O=C(O)CCCN=C1NC2(CCCC2)Cc2ccccc21	-3	-3	-1.0	1	-7	-4	3	2	6
CC1(C)Cc2c(sc3c2c2ncnn2c2nnc(SCC(=O)NCc4ccco4)n32)CO1	-4	4	-2.7	-1	9	3	0	15	-2
Cc1ccc(C(=O)N/C(=C/c2ccc(-c3cccc([N+](=O)[O-])c3)o2)C(=O)NC(C)(C)C)cc1	7	-3	3.3	18	-3	6	2	10	-4
CCn1c(SCC(=O)N(C)CC(=O)Nc2ccc(F)c(F)c2F)nnc1-c1ccco1	1	-3	1.7	1	2	-2	-4	-1	-4
COc1ccc(N2CCN(C(CNC(=O)C(=O)NCC(OC)OC)c3ccco3)CC2)cc1 (stereo not given)	-4	1	-1.9	-1	-7	2	8	-4	3
CCOC(=O)c1ccc(-n2c(O)c(/C=N/NC(=O)C3COc4ccccc4O3)c3ccccc3c2=O)cc1 (stereo not given)	31*	4	-2.0	-1	1	5	-60	10	-58
CC(=O)c1ccc(OCCCC(=O)Nc2cc(Cl)ccc2-n2cncn2)cc1	0	4	2.9	6	-1	0	1	-6	11
Cc1ccc(S(=O)(=O)N2CCC3(CC2)OCCO3)s1	-7	-2	2.1	3	8	2	-7	13	2
Cc1cc(C(=O)CSc2nnc(-c3ccc(F)cc3)o2)c(C)n1CC1CCCO1 (stereo not given)	4	0	-1.1	-1	0	0	-1	9	0
O=C(/C(=C\c1ccccc1)c1nc2ccccc2[nH]1)c1ccc(Cl)cc1	4	0	4.1	80*	-5	-4	-9	8	2
COC(=O)c1ccccc1NC(=O)CSc1nnc(-c2ccoc2C)n1C	0	-1	2.3	2	-1	-4	6	3	3
CSCC[C@H](NC(=O)Nc1ccc(OC(F)(F)F)cc1)C(=O)O	-1	-3	-0.6	-2	-1	3	8	-2	3
Cc1cccn2cc(CCNC(=O)Cc3cccs3)nc12	-5	2	-1.4	2	1	2	7	-2	1
CC(=O)N1CCN(CC(=O)Nc2c(Cl)cc(Cl)cc2Cl)CC1	0	-2	1.2	0	4	-1	1	-6	-2
COc1ccc(N2CCN(C(=O)CNC(=O)c3ccc(C(C)(C)C)cc3)CC2)cc1	5	-2	3.0	3	-6	2	-2	-3	5
CC(=O)c1ccc(N2CCN(C(=O)c3cccs3)C(C)C2)c(F)c1 (stereo not given)	3	-4	2.1	2	-3	0	1	-4	3
CC1(C)CC(NC(=O)c2cc([N+](=O)[O-])cc([N+](=O)[O-])c2)CC(C)(C)N1	-5	-1	-0.3	0	1	1	5	-4	9
CC(=O)N1CCc2c(sc(NC(=O)Cc3ccc(F)cc3)c2C#N)C1	-2	0	3.7	10	1	-1	-1	-8	-3
CC1CCCC(C)N1NC(=O)c1cccc(S(=O)(=O)N2CCc3ccccc32)c1 (stereo not given)	-1	1	-1.4	2	5	-3	6	2	3
O=C(c1ccccc1NS(=O)(=O)c1cccc([N+](=O)[O-])c1)N1CCCC1	3	-2	2.4	-1	-3	-1	5	4	9
Cc1cc(C)c2cc(C#N)c(SCC(=O)NCC3CCCO3)nc2c1 (stereo not given)	-2	-4	0.1	3	1	4	2	3	-1
N#Cc1ccc(NC(=O)COc2ccc(-n3cnnn3)cc2)cc1	nt	nt	nt	-3	0	nt	5	nt	3
Cc1ccccc1NC(=S)NCc1cccn1C	-5	2	-0.4	6	3	0	-13	0	-14
Cc1ccc(NC(=O)Nc2ccc(F)cc2)cc1Cl	2	-4	1.7	3	-4	-1	-3	1	1
O=C(Nc1ccnn1C1CCN(C(=O)c2cnsn2)CC1)c1cccc(F)c1	-3	-3	0.7	-1	7	0	-1	-1	-4
O=c1c2ccccc2nc(-c2ccccc2)n1CCCn1ccnc1	-2	-5	-0.4	56*	-3	1	7	-6	-4
CCN1CC2=C(OC(N)=C(C#N)C2c2cccs2)/C(=C\c2cccs2)C1 (stereo not given)	5	26*	4.1	9	-3	-3	-14	10	5
O=C(NCC1CCCO1)c1cccc(N2C(=O)C3C4C=CC(C4)C3C2=O)c1 (stereo not given)	-1	-6	0.4	1	-9	-1	0	-6	6
CC1=C(C(=O)OCc2ccc([N+](=O)[O-])cc2)N2C(=O)C(NC(=O)Cc3ccccc3)C2SC1 (stereo not given)	3	2	1.9	0	-1	-6	-6	9	8
COC(=O)C(NC(=O)c1ccc(F)cc1)(Nc1nc(C)cs1)C(F)(F)F (stereo not given)	2	2	0.5	2	1	3	12	1	-3
COc1ccc(-c2[nH]ncc2C=O)cc1OC	3	-4	2.8	1	-4	-2	9	-9	3
O=C(NCc1nc2ccccc2[nH]1)c1ccccc1F	-1	-2	1.4	20	nt	0	-7	-1	-2
COc1ccc(N2CC(NS(=O)(=O)c3cccnc3)CC2=O)cc1 (stereo not given)	-4	-2	-1.9	0	0	1	-1	-1	4
Cc1cc(C(=O)O)cc(Br)c1N	-3	0	3.0	-1	5	-2	5	-1	14
Cc1ccc(-c2nn(-c3ccccc3)cc2C(=O)N2CCN(c3ccccn3)CC2)cc1	0	2	1.2	3	2	0	-5	4	12
Cc1ccc(CNC(=O)/C=C/c2ccc(S(=O)(=O)NCc3ccco3)cc2)cc1	3	3	4.0	1	-3	1	7	-3	1
Cc1cc(C2C(C#N)=C(N)OC3=C2C(=O)CCC3)c(C)s1 (stereo not given)	4	-1	-1.1	1	-30	2	-11	-3	5
CCN1CCN(C(=O)c2cc(-c3cccnc3)nc3ccc(Br)cc23)CC1	-4	1	2.3	1	0	0	2	13	9
Cc1ccc(C(C)C)c(OCC(=O)NN2C(=O)c3ccccc3C2=O)c1	5	1	0.2	0	7	-25	0	-4	5
COc1ccc(-n2nc(C(=O)NCC(=O)N3CCCCCC3)c3ccccc3c2=O)cc1OC	1	0	1.3	0	-7	-2	7	-1	3
COC(C[C@H](O)C[C@H](O)[C@@H](C)OCc1ccccc1)OC	-1	1	0.4	2	-4	-1	-4	0	0
CCC(C)N(C(=O)c1csnn1)C(C(=O)NC1CCCC1)c1ccc(F)cc1 (stereo not given)	0	0	0.6	-1	2	-14	-1	2	8
OC1COC(OCc2ccccc2)C(O)C1O (stereo not given)	-1	-5	0.7	1	-2	-1	9	3	7

Part of the list above, with values under each structure.
Results follow in this order: PP1 counter, TPT1 inhibitor, PP5 primary, AHR activator, PAFAH2 FP inh, Fh CTSL1 inh, proCasp7 act, HCV core dimer, procasp3 activ
CCN1CCN(C(=O)c2cc(-c3cccnc3)nc3ccc(Br)cc23)CC1
  -4, 1, 2.3, 1, 0, 0, 2, 13, 9
Cc1ccc(-c2nn(-c3ccccc3)cc2C(=O)N2CCN(c3ccccn3)CC2)cc1
  0, 2, 1.2, 3, 2, 0, -5, 4, 12
COc1ccc(N2CC(NS(=O)(=O)c3cccnc3)CC2=O)cc1 (stereo not given)
  -4, -2, -1.9, 0, 0, 1, -1, -1, 4
COc1ccc(-c2[nH]ncc2C=O)cc1OC
  3, -4, 2.8, 1, -4, -2, 9, -9, 3
